NIH3T3 tox – kills NIH 3T3 cells | AID 1345082 | 94,000 tested, 4.3% active | Potency, µM (titrated, usually from 96.7 µM), for the others: top-dose activity change, negative = cytotoxicity, most hits filed as inhibitors | NIH 3T3 viability, CellTiter-Glo ATP luminescence, 48-72 h; note: potency is the fitted concentration of half-maximal effect; nearly all actives have a fitted effect of over 55% in size
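Luminescent ATP readout (CellTiter-Glo, 10 min RT) after 48 or 72 hr compound exposure of NIH 3T3 cells seeded at 400 cells/well in 1536-well format; quantitative HTS.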
GPT2 inhibitor – inhibitors of human GPT2 alanine aminotransferase | Q8TD30 | Recombinant GPT2, coupled pyruvate oxidase/HRP Amplex Red fluorescence | 100,000 tested, 0.25% active | Potency, µM (series often up to 57.7 µM), without a hit: at the top dose activity change, negative = inhibition, usual class: inhibitors; note: potency is the fitted concentration of half-maximal effect; nearly all actives have a fitted effect of over 60% in size; many of its hits are not listed in these tables
Target sequence (Q8TD30 whole entry, looked up): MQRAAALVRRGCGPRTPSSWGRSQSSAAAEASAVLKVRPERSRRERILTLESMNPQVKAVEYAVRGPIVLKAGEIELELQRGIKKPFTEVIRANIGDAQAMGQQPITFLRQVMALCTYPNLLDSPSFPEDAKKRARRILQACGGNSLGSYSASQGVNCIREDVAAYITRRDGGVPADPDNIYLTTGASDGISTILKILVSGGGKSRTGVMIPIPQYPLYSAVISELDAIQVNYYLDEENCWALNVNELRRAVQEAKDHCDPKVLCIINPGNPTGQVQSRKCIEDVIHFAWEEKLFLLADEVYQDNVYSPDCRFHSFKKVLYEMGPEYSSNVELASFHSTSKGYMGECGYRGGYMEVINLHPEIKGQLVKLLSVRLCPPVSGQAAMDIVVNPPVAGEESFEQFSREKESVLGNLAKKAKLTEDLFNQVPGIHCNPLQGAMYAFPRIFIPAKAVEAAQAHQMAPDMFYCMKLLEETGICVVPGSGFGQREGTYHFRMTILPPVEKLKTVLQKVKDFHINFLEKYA
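Recombinant GPT2 (10ng/uL) with 250uM a-KG and 2mM L-alanine, 30 min at room temperature, in HEPES pH 7.5 buffer. Pyruvate detected by pyruvate oxidase/HRP/Amplex Red fluorescence after 30 min in the dark; AOA (50uM) as positive control.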
HEK293 viab – counter-screen for SNCA expression inhibitors: cell viability; AID 1671193; 150,000 tested, 0.12% active; Potency, µM (doses to about 57.1 µM), for the others: at the top dose activity change, negative = cytotoxicity, most hits filed as cytotoxic; HEK-293-SNCA-luc viability, GF-AFC fluorescence, 24 h;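 note: potency is the fitted concentration of half-maximal effect; 0% = DMSO-treated cells and -100% = medium-only wells without cells; nearly all actives have a fitted effect of over 30% in size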
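Cytotoxicity counterscreen: after 24 h compound treatment of genome-edited SNCA-luciferase HEK-293 cells, live-cell protease substrate GF-AFC read by fluorescence after 30 min; activity scaled between DMSO (0%) and medium-only (-100%), curves Hill-fitted.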
IP6K1 inhibitor – inhibitors of human IP6K1; IP6K1 kinase, ADP-Glo luminescence, 2 h; stronger effect = lower value; Q92551; 140,000 tested, 0.81% active; activity change, % (series mostly up to about 58 µM); in the data active = activity change below about -25%
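ADP-Glo luminescence measures ADP made by human IP6K1 during a 2 h RT reaction with ATP/IP6 (mix at 1.3 mM/130 uM); top library doses 57.5 and 19.1 uM final.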
SNCA expr inh – reduces expression of the alpha-synuclein gene; Potency, µM (top dose mostly 57.2 µM), inactives show at the top dose activity change, negative = inhibition, hits mostly inhibitors; AID 1671194; 140,000 tested, 0.17% active; HEK-293 SNCA-luciferase knock-in, luminescence, 24 h;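 note: potency is the fitted concentration of half-maximal effect; plate controls were DMSO cells for no effect and cell-free wells for full effect; nearly all actives have a fitted effect of over 45% in size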
HEK cytotox – kills HEK 293 cells. HEK 293 viability, ATP luminescence (CellTiter-Glo), 48-72 h. Potency, µM (highest dose often 115 µM), inactives show at the highest dose activity change, negative = cytotoxicity, hits mostly inhibitors. 94,000 tested, 6.6% active. AID 1345083; note: potency is the fitted concentration of half-maximal effect; nearly all actives have a fitted effect of over 60% in size
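Viability of HEK 293 cells, plated at 250 cells/well, was judged by cellular ATP after compound treatment for 48 or 72 hr. Luminescence was imaged 10 min after CellTiter-Glo addition at room temperature.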
Luciferase inh – inhibitors of firefly (Photinus pyralis) luciferase; P08659; purified P. pyralis luciferase, luminescence, biochemical; Potency, µM (series often up to 115 µM), for the others: top-dose activity change, negative = inhibition, actives largely listed as inhibitors; 76,000 tested, 2.5% active; AID 1347043; note: potency is the fitted concentration of half-maximal effect; nearly all actives have a fitted effect of over 65% in size
Target sequence (P08659 whole entry, looked up): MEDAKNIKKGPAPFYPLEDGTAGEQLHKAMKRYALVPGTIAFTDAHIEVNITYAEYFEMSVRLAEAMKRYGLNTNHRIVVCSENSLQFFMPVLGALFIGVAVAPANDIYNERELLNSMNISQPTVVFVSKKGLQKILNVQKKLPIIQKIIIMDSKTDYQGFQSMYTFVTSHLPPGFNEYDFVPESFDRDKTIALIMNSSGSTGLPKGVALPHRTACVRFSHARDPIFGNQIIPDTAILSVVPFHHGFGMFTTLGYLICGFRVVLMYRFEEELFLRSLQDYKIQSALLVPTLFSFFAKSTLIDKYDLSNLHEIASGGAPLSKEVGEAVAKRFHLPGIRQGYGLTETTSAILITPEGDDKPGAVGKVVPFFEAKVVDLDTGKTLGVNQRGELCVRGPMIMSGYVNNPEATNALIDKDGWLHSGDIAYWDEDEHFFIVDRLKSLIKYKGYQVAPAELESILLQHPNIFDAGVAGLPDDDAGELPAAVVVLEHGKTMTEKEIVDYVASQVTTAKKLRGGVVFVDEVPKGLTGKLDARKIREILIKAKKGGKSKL
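Biochemical qHTS: compound (6-point titration) added to 10uM D-luciferin plus 10uM ATP in Tris acetate pH 7.5 buffer with Mg, Tween-20 and BSA, then purified enzyme at 10nM; light output imaged.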
* marks the source's active call; other numbers are inactive results; i = inactive; u = inconclusive; x = no result given; [ ] = another dose, or the depositor's remark. Unless noted, calls come from the whole dose curve; as a rule, active = well fitted curve in the direction sought with a large enough effect; inconclusive = small, poorly fitted or top-dose-only effect, or another doubt; inactive = no such curve, though single readings can be large; an effect the other way counts as inactive or inconclusive. Unless noted, % is set by controls: 0 for no effect and ±100 for the full control effect. Not all compounds are listed; rates above refer to the full screens.

Sample of the layout:
SMILES,NIH3T3 tox,GPT2 inhibitor,HEK293 viab,IP6K1 inhibitor,SNCA expr inh,HEK cytotox,Luciferase inh
Cc1cccc(NC(=O)C2CCN(S(=O)(=O)c3cccc4nsnc34)CC2)c1C,x,x,6%,18,-5%,x,x
CCN1CCCCC12Cc1ccccc1CN(C(=O)c1c(C)noc1C)C2 (stereo not drawn),u,-2%,-2%,7,-20%,u,x

The listing, from the first entry:
SMILES,NIH3T3 tox,GPT2 inhibitor,HEK293 viab,IP6K1 inhibitor,SNCA expr inh,HEK cytotox,Luciferase inh
Cc1cccc(NC(=O)C2CCN(S(=O)(=O)c3cccc4nsnc34)CC2)c1C,x,x,6%,18,-5%,x,x
CCN1CCCCC12Cc1ccccc1CN(C(=O)c1c(C)noc1C)C2 (stereo not drawn),u,-2%,-2%,7,-20%,u,x
Cc1ccc(CNC(=O)NCC(=O)N2CCCCCNC(=O)CC2c2ccccc2)cc1 (stereo not drawn),-9%,i,-3%,-5,31%[activator],i,2%
O=C(Cc1cccc(Cl)c1)N1CCN(C(=O)c2cccc(-c3ccccn3)c2)CC1,-27%,2%,5%[12.5 µM],-12,-12%,u,x
COc1ccccc1C(=O)N1CCCN(c2nnc3cccc(C)n23)CC1,i,-1%,11%,11,-27%,-2%,-4%
O=C(Cn1c(SCC(=O)Nc2ccc(F)cc2)nc2ccccc21)NCc1ccc(F)cc1,x,x,-24%,5,10%,x,x
Cc1cc(C(=O)N2CCC(N3C(=O)C(OCC4CC4)C34CCOCC4)CC2)nn1C (stereo not drawn),-5%,-2%,0%,-10,6%,-7%,0%
COc1ccc(Cl)cc1C(=O)N1CCC2(CC1)NC(=O)N(c1ccccc1)N2,u,-18%,0%,-1,4%,u,6%
O=C(NCc1ccccc1Cl)c1ccc2nnc(C3CCCC3)n2c1,35µM*,i,5%,-5,26%,u,x
CCCN(CC1CCOC1)C(=O)c1ccc(F)c(F)c1 (stereo not drawn),1%,i,-1%,-1,10%,0%,5%
CC(C)(CC(=O)NCc1ccc(Cl)cc1Cl)CC1=NS(=O)(=O)c2ccccc2N1,x,x,u,38,u,x,x
CCCN1C(=O)C(CC(=O)N2CCOCC2)Sc2ncccc21 (stereo not drawn),i,-22%,1%,-5,1%,-5%,6%
CC(C)Oc1cccc2c1c(NC(=O)C1CCN(C)C1)nn2Cc1ccccc1 (stereo not drawn),u,0%,2%,-22,-4%,u,8%
CC(C)CCN(C(=O)Nc1ccc(Cl)c(Cl)c1)C(C)c1cccs1 (stereo not drawn),x,x,11%,8,u,x,x
Cc1ncoc1C(=O)NCC12CCC=C1N(C)C(=O)CC2 (stereo not drawn),-19%,i,u,-6,34%[activator],-3%,0%
COc1ccc2cc(CNc3ccc(OC)c(OC)c3)c(=O)n(CC(=O)Nc3ccccc3F)c2c1,x,x,u,5,-14%,x,x
CN1c2cc(C(=O)Nc3cccc(Br)c3)ccc2C(=O)N2CCCCC21 (stereo not drawn),u,4%,u,12,-7%,35µM*,u
CC(C)C(=O)N1CCC2(CC1)OCC(C(=O)NCc1ccc3c(c1)OCO3)N2C(=O)c1ccccc1 (stereo not drawn),-24%,-1%,-9%,6,-12%,-24%,-4%
O=C(NC1CCCCC1)C1CCCN(c2cnn(Cc3ccccc3)c(=O)c2)C1 (stereo not drawn),u,i,-7%,15,-8%,-28%,1%
CC(C)NC(=O)c1ccc2nnc(C3CCOCC3)n2c1,-17%[138 µM],x,x,-2,x,1%[172 µM],x
O=C(Nc1cccs1)N1CCNc2cnc(Nc3cccc(F)c3)nc2C1,u,0%[88.5 µM],-11%[87.6 µM],3,55%[activator][87.6 µM],u,-23%[172 µM]
COC(=O)C1=CN(CC(=O)N2CCN(c3ccc(F)cc3)CC2)S(=O)(=O)N=C1C,-12%,i,10%,-14,10%,-13%,11%
O=C(c1ccncc1)N1CCC(c2noc(COc3ccc(F)cc3)n2)CC1,-24%,1%,-2%,-4,18%,u,2%
O=C(NCC1CC1)C1c2ccccc2CC(=O)N1Cc1ccccc1 (stereo not drawn),-1%,3%,0%,3,u,8%,-10%
CCc1nc(C)c(C(=O)N2C[C@H]3CC[C@@H]2CN(C(=O)c2ccccc2)C3)s1,u,-4%,-2%,11,-3%,u,-7%
CCCC(NC(C)=O)C(=O)Nc1cccc(NC(=O)Cc2ccccc2)c1 (stereo not drawn),-8%,u,-1%,-1,1%,-5%,-5%
CCn1cc(S(=O)(=O)c2cc(C)cc(C)c2)c(=O)c2cc(F)c(N3CCC(C)CC3)cc21,x,x,4%,-2,8%,x,x
Cc1cnc(C(=O)N[C@@H]2CCC[C@@H]2C(=O)N2CCN(c3cccc(C)c3C)CC2)cn1,-33%,2%,-6%,26,-5%,u,0%
COc1ccc(S(=O)(=O)N2C[C@@H]3C[C@H](C2)c2ccc(NC(=O)c4cnccn4)c(=O)n2C3)cc1,1%,3%,6%,0,14%,4%,-2%
CCCN(CCc1cccs1)[C@H]1CCc2c(O)cccc2C1,x,-7%,-8%[23.9 µM],-1,-25%[25.6 µM],x,x
CCOc1ccccc1NC(=O)Nc1ccc2nc(N3CCN(C)CC3)cc(C)c2c1,x,x,u,23,-92%,x,x
O=C(Nc1nc2nc(-c3ccccc3)cc(=O)n2[nH]1)c1ccc(F)cc1,x,x,-7%,11,-10%,x,x
CS(=O)(=O)N1CCCN(C(=O)Nc2ccccc2)CCNC(=O)CC1c1ccccc1 (stereo not drawn),-15%,i,-20%,6,-12%,-8%,-12%
C[N+](C)(C)CCO,x,i,6%,x,3%,x,x
Cc1nn(C)c(C)c1CCNC(=O)CN1CC2CC(C1)[C@H]1CCCC(=O)N1C2 (stereo partly drawn),i,5%,11%,3,2%,2%,-2%
Cc1c(NC(=O)c2ccc(-c3cccc([N+](=O)[O-])c3)o2)cccc1-c1nc2cc(Cl)ccc2o1,x,x,u,-11,60%[activator],x,x
COCc1noc([C@@H]2CC(F)(F)CN2C(=O)c2ccc(C#N)cc2)n1,-9%,i,9%,27,-26%,-10%,2%
Cc1nccc(-c2ccccc2)c1C(=O)N(C)Cc1csc(C(C)C)n1,u,-12%[11.5 µM],1%,-15,7%,u,-3%
Cc1ccc(C(=O)NCc2cccnc2N(C)C2CCCCC2)cn1,-22%,-7%,-6%,0,u,u,-10%
COc1ccc(C(=O)Nc2ccc3oc(-c4ccc(OC)cc4)nc3c2)cc1,x,x,9%,19,148%[activator],x,x
Cc1ccc(OCC(=O)N2CCC(c3nn(C)c4c3COCC4)CC2)cc1,-27%,i,8%,2,2%,-2%,u
O=C(Nc1cccc([N+](=O)[O-])c1)c1cccc(S(=O)(=O)N2CCCCCC2)c1,x,i,-29%,-2,x,x,x
O=C(CCC1CCN(S(=O)(=O)c2ccccc2)CC1)N1CCc2ccccc2C1,u,i,-10%,26,-11%,u,-6%
Cc1ccc(CSc2oc(-c3ccco3)nc2S(=O)(=O)c2ccc(C)cc2)cc1,x,x,10%,-4,7%,x,x
Cc1cc(OCCCc2c(C(=O)O)n(Cc3cccnc3)c3c(-c4c(COc5ccc(N6CCN([S+](C)(=O)[O-])CC6)cc5)nn(C)c4C)cccc23)cc(C)c1Cl,x,i,0%,x,22%,x,x
Cc1cc(CNc2ncnc3c2CCN(C(=O)c2ccoc2)CC3)no1,-12%,2%,-1%,8,-17%,3%,6%
Cc1ccc(-n2nc3n(c2=O)CCN(C(=O)c2ccc(Cl)nc2)C3)cc1,-21%,0%,-4%,6,-14%,-6%,-2%
COc1ccc(NC(=O)Cn2c(=O)c(-c3noc(C)n3)c3n(c2=O)CCCC3)cc1,-16%,5%,5%,0,-6%,-2%,-1%
Cc1[nH]c2ccc(C(=O)N3CCC4(CCCN(C)C4=O)C3)cc2c1C (stereo not drawn),-8%,-1%,1%,7,14%,-8%,u
CCOc1ccccc1C(=O)NCc1ccc2c(c1)CCN2C(=O)c1ccc(F)cc1,x,x,4%,-4,-6%,x,x
Cc1nc(C(=O)N2CC[C@H](NC(=O)c3cnccn3)C[C@H]2C(=O)N[C@H](C)C(N)=O)cs1,0%,i,-12%,23,7%,-3%,-2%
O=C(NCCc1ccc(Cl)cc1)c1ccc2nnc(Cc3ccc(Cl)cc3)n2c1,28µM*,i,-4%[12.5 µM],0,-6%,28µM*,x
Cc1cccc(NC(=O)Cn2c(=O)oc3cc(S(=O)(=O)NC4CCCC4)ccc32)c1,x,x,-14%,33,u,x,x
COc1ccc(C(=O)N2CCCOCCNC(=O)CC2)cc1F,-10%,i,3%,0,-9%,1%,2%
O=C(Nc1ccc([C@@H](O)[C@H]2COCC(=O)N2Cc2ccccc2F)cc1)c1ccc2c(c1)OCO2,u,0%,-7%,6,-15%,u,u
O=C(Nc1ccccc1)NC1CCN(CCn2nc3n(c2=O)CCCC3)C1 (stereo not drawn),-8%,x,x,15,x,-1%,x

Next section:
SMILES,NIH3T3 tox,GPT2 inhibitor,HEK293 viab,IP6K1 inhibitor,SNCA expr inh,HEK cytotox,Luciferase inh
C/C=C(\C)C(=O)OC[C@H]1O[C@@H](O[C@H]2[C@@H](O[C@H]3O[C@H](COC(=O)/C(C)=C/C)[C@@H](O)[C@H](O)[C@H]3O[C@@H]3O[C@H](CO)[C@@H](O)[C@H](OC(=O)/C(C)=C/C)[C@H]3O)O[C@H](COC(=O)/C(C)=C/C)[C@@H](O)[C@@H]2O)[C@H](O)[C@@H](O)[C@@H]1O,x,1%[17.1 µM],16%[12.5 µM],-6,x,x,x
Cc1ccc(NC(=O)c2cnc(SCC(=O)Nc3cc(C)on3)n(C)c2=O)cc1,x,x,-5%,-1,47%[activator],x,x
Cc1cc(CN2C[C@@H](CO)[C@H](C(=O)NC3CC3)C2)n(C)n1,3%,1%,2%,6,-6%,i,-11%
O=C(Nc1ccc(Cl)cc1Cl)c1cn2c(n1)CN(C(=O)c1ccccc1F)CC2,u,u,-15%,-2,u,u,x
COc1cccc(CNC(=O)Nc2cccc(-c3ccc(N4CCOCC4)nn3)c2)c1,u,u,-3%,-39*,u,u,1.1µM*
O=C(Nc1ccc(Br)cc1F)c1ccc2nc(CCc3ccccc3)oc2c1,x,x,3%,8,115%[activator],x,x
Cc1ccc(Cn2c(CO)cnc2SCc2ccc(F)cc2)cc1,x,x,6%,-17,19%,x,x
O=C(NC[C@H]1Cn2ccnc2CO1)c1ccc(Cl)cc1,-15%[174 µM],-1%[88.5 µM],1%[87.6 µM],-4,-8%[87.6 µM],-15%[230 µM],-11%[230 µM]

Bioassay records: PubChem, National Center for Advancing Translational Sciences (NCATS)
